# Source: PubChem BioAssay (Broad Institute)
# ERAP1 inh – inhibitors of human ERAP1 aminopeptidase | recombinant ERAP1, Leu-AMC fluorescence, 60 min | inhibition, % at 10.7 µM | AID 652197 | actives 0.15% (n = 340,000);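 active means mean replicate inhibition of at least 30%, or all replicates individually reaching that 30% level; inactive means mean below 30% and not every replicate reaching it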;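 further: 0% = neutral control wells and 100% = L-leucinethiol positive control wells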
# Target sequence (Q9NZ08 whole entry, looked up): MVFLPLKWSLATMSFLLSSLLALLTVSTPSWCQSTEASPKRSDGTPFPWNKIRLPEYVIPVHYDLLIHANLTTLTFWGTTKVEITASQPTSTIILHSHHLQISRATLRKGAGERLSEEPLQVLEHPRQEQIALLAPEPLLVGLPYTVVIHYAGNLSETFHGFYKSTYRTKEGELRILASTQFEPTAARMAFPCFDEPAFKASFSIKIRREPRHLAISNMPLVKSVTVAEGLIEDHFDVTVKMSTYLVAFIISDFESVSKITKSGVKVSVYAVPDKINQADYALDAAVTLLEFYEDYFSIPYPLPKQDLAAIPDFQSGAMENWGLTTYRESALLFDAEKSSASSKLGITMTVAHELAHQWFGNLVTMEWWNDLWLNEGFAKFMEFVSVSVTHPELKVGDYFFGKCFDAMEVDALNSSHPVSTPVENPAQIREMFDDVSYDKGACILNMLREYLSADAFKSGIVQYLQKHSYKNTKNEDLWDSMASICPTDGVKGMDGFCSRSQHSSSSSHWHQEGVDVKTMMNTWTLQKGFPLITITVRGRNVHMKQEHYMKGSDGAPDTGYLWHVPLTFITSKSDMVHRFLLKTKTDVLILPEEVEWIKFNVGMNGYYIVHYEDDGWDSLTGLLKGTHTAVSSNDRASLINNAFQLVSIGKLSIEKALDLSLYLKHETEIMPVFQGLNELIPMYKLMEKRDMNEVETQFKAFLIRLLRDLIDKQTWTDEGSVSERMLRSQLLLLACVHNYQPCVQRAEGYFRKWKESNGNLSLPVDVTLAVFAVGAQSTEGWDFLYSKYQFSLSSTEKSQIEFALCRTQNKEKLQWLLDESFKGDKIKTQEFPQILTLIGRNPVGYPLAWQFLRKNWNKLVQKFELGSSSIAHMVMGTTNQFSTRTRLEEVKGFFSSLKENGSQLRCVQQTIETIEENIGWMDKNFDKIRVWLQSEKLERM
# esBAF inh – blocks esBAF chromatin remodeling in mouse ES cells. Bmi1-luciferase knock-in reporter, 24 h; 100% = twice the neutral-well signal. reporter increase, % at 12.5 µM. actives 2% (n = 350,000). AID 602393; in the data active means activation above about 40%; inconclusive means no clear call, values can overlap the other calls;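 further: 0% = median of the plate's neutral control wells and 100% = double that signal; a rise in the Bmi1 reporter signal indicates esBAF inhibition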
# GSIS activator – primary screen for activators of insulin secretion dependent on glucose, INS-1E cells, GLuc reporter luminescence; INS-1E GLuc reporter insulin secretion, 2-3 h; activation, % at 16.6 µM; actives 0.61% (n = 370,000);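 active means lowest replicate activation of at least 40%, so every replicate reaches that level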;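 further: 0% = median of neutral control wells and 100% = median of IBMX positive control wells; some compounds called inactive have numbers as strong as hits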
# RAD52 inh – blocks human RAD52 DNA annealing; P43351; recombinant RAD52 DNA annealing, FRET fluorescence; inhibition, % at 18.7 µM; actives 0.46% (n = 360,000); AID 651710;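 active means every replicate showing at least 50% inhibition; inconclusive means mean inhibition at least 50% but not in every replicate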
# RAD54 branch – RAD54 (human) branch migration inhibition. Q92698. inhibition, % at 10.4 µM. actives 0.14% (n = 360,000). RAD54 Holliday junction branch migration, FAM/BHQ fluorescence. AID 602329;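 active means mean normalized replicate activity at least 40 and at least half of replicates scoring 40 or more; inconclusive means only one of the two criteria met; inactive means mean below 40 and under half of replicates reaching 40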;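 further: 0% = median of neutral control wells and 100% = median of positive control wells; inhibitors cause a drop in the FAM fluorescence signal; in these data hits start at about 50%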
# ARNT-TACC3 inh – disruptors of human ARNT/TACC3 interaction; Q9Y6A5; AlphaScreen His-ARNT PAS-B/GST-TACC3 binding, luminescence; TACC3 fragment carries E629A point mutation; inhibition, % at 9.99 µM; actives 0.66% (n = 390,000); AID 623870;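 active means mean inhibition of replicates at least 50% and at least half of replicates each reaching 50%; inconclusive means half or more replicates reach 50% but mean below 50%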;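 further: 0% = complete ARNT plus TACC3 wells and 100% = ARNT alone without TACC3; many hits fall short of the cut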
# F508del corr – correctors of CFTR F508del function in bronchial epithelial cells; activity (quench increase), % at 7.58 µM; actives 0.36% (n = 350,000); CFBE cells, YFP halide quenching; stimulated with forskolin plus potentiator P3; % fluorescence drop versus neutral controls;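 active means mean added fluorescence quench of at least 8% versus neutral control, with both replicates also reaching 8%; inconclusive means only one of the mean or replicate conditions met; inactive means mean below 8% and not both replicates reaching 8%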;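 further: cells transiently co-express mutant CFTR-F508del with the halide-sensitive YFP; corrector assay measuring rescue of mutant channel to the surface after 24 h compound exposure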
# XiGFP reactiv – reactivates the inactive X chromosome in mouse fibroblasts. actives 0.055% (n = 360,000). AID 743238. activation, % at 7.58 µM. XiGFP mouse fibroblasts, % GFP-positive cells imaging, 3 d; cells co-treated with 5-aza-dC sensitizer; scaled so ellipticine positive control = 100%;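 active means mean normalized replicate activation at least 10% and every replicate at or above 10%; inconclusive means only one of the two criteria met; inactive means mean below 10% and not all replicates reach 10%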;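 further: 0% = median of on-plate neutral control wells and 100% = ellipticine 6 µM median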
#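 System: SV40-immortalized XiGFP fibroblast cells, line 68-5-11 / Incubation: 3-day compound exposure, then 15 min fixation at room temperature / Compound: single concentration per compound, delivered by pin transfer / Buffer or medium: DMEM plus 5-aza-dC sensitizer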
# * hit, by the source's call; ? = inconclusive; / = not tested or not shown.
SMILES,ERAP1 inh,esBAF inh,GSIS activator,RAD52 inh,RAD54 branch,ARNT-TACC3 inh,F508del corr,XiGFP reactiv
O=C(c1cccnc1)N1C[C@@H]2[C@H](c3ccccc31)[C@@H](CO)N2CC1CCCCC1,0,-2,10,4,4,-2,-4.5,0.0
O=C(OCc1cccc(C(F)(F)F)c1)c1ccc[nH]c1=O,-19,0,-5,0,-8,-6,4.1,0.1
N#CCCn1cc(C(=O)N2CCCCC2)c(-c2ccc([N+](=O)[O-])cc2)n1,4,-5,15,-14,7,-6,2.7,0.0
Cc1ccc(N2CC(C(=O)N3CCN(Cc4ccc5c(c4)OCO5)CC3)CC2=O)cc1 (stereo unspecified),-4,/,7,-11,7,0,0.1,0.0
CC(c1ccccc1)N1CCN(C(=O)CCl)CC1 (stereo unspecified),0,1,-1,11,2,-5,-1.4,-0.6
C[C@H](CO)N1C[C@H](C)[C@@H](CN(C)Cc2ccc(C(=O)O)cc2)Oc2ccc(NC(=O)NC3CCCCC3)cc2C1=O,-3,2,-1,11,1,-8,0.7,-0.4
Cc1ccccc1NC(=O)CSc1n[nH]c(-c2ccccn2)n1,0,-20,1,-15,-4,64*,0.7,0.4
Cn1c2ccccc2c2nn(-c3ccccc3)c(=O)cc21,/,4,67,/,-5,3,/,/
COc1ccc(N2CCN(C(=O)CSc3nnc(NC(=O)C4CCC4)s3)CC2)cc1,-1,-6,/,-7,7,-1,-1.2,-0.1
Cc1ccc(S(=O)(=O)N[C@H]2C=C[C@H](CC(=O)NCc3ccccc3F)O[C@@H]2CO)cc1,0,-5,-2,7,7,5,1.4,-0.3
CC(=O)c1ccc(NC(=O)c2cc(-c3cccs3)on2)cc1,-1,10,-1,2,-3,29,0.0,0.0
O=C(COc1coc(CN2CCN(c3ccc(F)cc3)CC2)cc1=O)Nc1ccccc1,3,4,-9,-15,-5,1,1.6,0.5
COc1ccc(S(=O)(=O)Nc2ccccc2C(=O)OC2CCCN(C)C2)cc1OC (stereo unspecified),/,-11,12,/,-9,-5,/,/
CCOC(=O)c1c(NC(=O)CSc2nnc(-c3c[nH]c4ccccc34)n2C)sc2c1CCCC2,2,9,1,-16,11,-4,-4.7,0.0
C[C@@H]1CN([C@H](C)CO)C(=O)c2cc(NS(C)(=O)=O)ccc2O[C@@H](C)CCCCO[C@@H]1CN(C)Cc1ccc(C(F)(F)F)cc1,/,1,-7,/,-3,0,0.0,-1.2
COc1ccccc1NC(=O)COC(=O)Cn1cnc2c1c(=O)n(C)c(=O)n2C,2,-2,-2,-16,-8,-5,2.8,0.1
NC(=O)c1ccccc1NC(=O)Nc1cccc(Cl)c1Cl,-2,/,0,-18,-1,0,-0.5,0.1
C[C@@H]1CN([C@H](C)CO)C(=O)c2cc(C#CCc3ccccc3)cnc2O[C@H]1CN(C)C(=O)C1CCCCC1,-2,8,17,-11,-6,-5,-0.4,-0.1
O=C(NCC(F)(F)F)[C@@H]1[C@@H](CO)[C@@H]2Cn3c(cccc3=O)[C@H]1N2C(=O)C1CCC1,4,0,3,-21,-4,-12,0.4,0.0
COC(=O)[C@@]12CCCN1[C@H](c1ccc(-c3ccccc3)cc1)[C@H]1C(=O)N(C)C(=O)[C@H]12,0,0,-5,-34,-3,23,4.8,0.2
COc1ccccc1Nc1nnc(SCC(=O)c2c(N)n(C3CC3)c(=O)[nH]c2=O)s1,-2,-2,19,-19,11,-6,1.0,0.2
Cc1ccc2c(c1)N(C(=O)CCC(=O)NCc1ccccc1)CC(C)O2 (stereo unspecified),/,0,-28,0,-10,4,3.4,-0.1
CC1=NN(c2ccccc2)C(=O)C1N=Nc1cccc(O)c1 (stereo unspecified),-3,52*,4,-6,16,-1,19*,0.0
Cc1ccc(S(=O)(=O)NCC[C@H]2CC[C@H](NC(=O)C3CCOCC3)[C@H](CO)O2)cc1,-3,4,22,5,11,-9,2.2,-0.2
COc1ccccc1/C=C/C(=O)N1CCN(S(=O)(=O)c2cccs2)CC1,-3,5,-11,-9,0,7,1.2,0.0
COc1ccc(CCC(=O)Nc2ncc(C)s2)cc1,1,6,4,-18,/,-10,-0.2,-0.1
C[C@@H]1CCCCO[C@H](CN(C)S(=O)(=O)c2ccc(F)cc2)[C@H](C)CN([C@H](C)CO)C(=O)c2cc(N(C)C)ccc2O1,-4,-2,-8,22,1,22,0.7,0.2
O=C(NCc1ccccn1)C12CC3CC(CC(C3)C1)C2,12,/,-1,-15,/,4,-0.7,0.4
CC(C)NC(=O)Nc1nnc([C@H]2C[C@H](O)[C@@H](CO)O2)s1,-3,-3,/,-9,-11,/,0.9,-0.2
S=c1[nH]ccn1Cc1ccccc1,-3,-4,10,-2,-5,-2,-2.6,0.2
Cn1c(SCCN2CCOCC2)nc2sc3c(c2c1=O)CCCC3,-1,?,/,-3,-7,18,/,-0.2
O=C1OC(C(=O)Nc2ccccc2)Cc2ccccc21 (stereo unspecified),-2,/,8,-14,7,1,0.0,0.0
COc1ccc(OC)c(NS(=O)(=O)c2ccc(-n3cccn3)cc2)c1,-5,2,/,-8,1,/,/,0.2
CC(=O)c1cccc(NC(=S)NC(=O)c2cccc(C)c2)c1,-1,/,9,-23,1,-3,/,0.0
CCOc1c(Br)cc(C(=O)NCCCn2ccnc2)cc1OC,-1,0,17,-4,3,-1,-0.1,0.0
C[C@@H]1CN([C@@H](C)CO)C(=O)Cc2cc(NC(=O)CCC(F)(F)F)ccc2O[C@H]1CN(C)Cc1ccc(C(=O)O)cc1,7,/,11,1,/,/,-2.0,0.0
Nc1ccc2nn(-c3ccc(F)cc3)nc2c1,1,16,/,-15,0,17*,-2.2,0.3
CCCC(=O)N1CCN(c2ccc(NC(=O)c3cccs3)cc2Cl)CC1,-3,/,11,-3,/,/,/,0.0
C[C@@H]1CN([C@H](C)CO)C(=O)c2cc(NC(=O)Nc3ccc(C(F)(F)F)cc3)ccc2O[C@@H](C)CCCCO[C@@H]1CN(C)Cc1ccncc1,-2,4,4,-11,-4,-9,1.7,0.1
O=C(CSc1nnc(NC(=O)c2c(F)cccc2F)s1)NC1CC1,2,0,2,-5,1,-3,0.5,0.2
Cc1ccccc1C(=O)N[C@H](C(=O)N1CCC[C@H]1C(=O)NCCc1ccccc1Cl)C(C)C,-4,/,-9,-4,/,/,0.7,0.2
C/C(Cn1nnc([N+](=O)[O-])n1)=N\NC(=O)c1cccc(Cl)c1,-1,-12,-3,-7,-7,2,0.4,/
N#C/C(=C\c1ccc(-c2nc3ccccc3s2)o1)C(N)=O,/,/,/,-49,/,1,1.8,0.0
S=C(Nc1ccc2[nH]ccc2c1)NC1CCCCC1,/,66*,/,-9,10,-2,-1.3,0.1
COc1ccc(CCN(C)CCCC(C#N)(c2cc(OC)c(OC)c(OC)c2)C(C)C)cc1OC (stereo unspecified),-9,-1,/,6,8,2,-1.1,0.1
COc1cccc(C(=O)COc2ccc(NC(=O)c3ccccc3)cc2)c1,1,5,-1,-4,-2,-3,2.3,0.0
CCCCc1nnc(NC(=O)C(=O)OCC)s1,0,-8,19,-7,-9,-5,-2.8,0.0
COc1cccc(S(=O)(=O)Nc2ccc3c(c2)[C@@H]2C[C@H](CC(=O)N[C@@H](C)c4ccccc4)O[C@H](CO)[C@@H]2O3)c1,1,8,-17,10,3,-6,-1.8,0.0
O=C(C[C@H]1CC[C@H](NC(=O)c2ccncc2)[C@@H](CO)O1)Nc1ccccc1,1,-2,10,-8,0,-14,0.4,-0.5
C[C@H](CO)N1C[C@H](C)[C@H](CN(C)C(=O)NC2CCCCC2)Oc2c(NC(=O)Nc3ccc(F)cc3)cccc2C1=O,2,0,-2,-6,1,37,4.7,-0.2
CCOC(=O)C1=C(N)OC2=C(C(=O)CCC2)C1c1sccc1C (stereo unspecified),6,/,-19,-14,/,-4,/,0.2
N#CCCN(C(=O)COC(=O)c1ccc2c(c1)OCO2)c1ccccc1,3,-7,-10,-17,14,/,0.2,-0.1
CCOC(=O)c1[nH]cnc1C(=O)Nc1cccc(OC)c1,/,-13,21,-3,/,16,0.4,0.0
Cc1cccc(C)c1NC(=O)COC(=O)c1ccc2c(c1)OCO2,6,-3,1,7,/,2,-0.2,0.1
C[C@H]1CCCCO[C@H](CN(C)C(=O)C2CCCCC2)[C@@H](C)CN([C@@H](C)CO)C(=O)c2cc(NS(=O)(=O)c3cn(C)cn3)ccc2O1,1,-2,2,-7,-3,-3,-1.3,0.2
COc1ccccc1CNC(=O)C[C@H]1CC[C@H](NC(=O)CN(C)C)[C@@H](CO)O1,3,-2,0,-2,0,-12,-1.8,-0.2
NC(=O)c1nc(C2CCCCC2)nc2c1[nH]c(=O)n2-c1ccc(F)cc1,/,2,-3,-6,-8,-10,0.6,0.0
O=C(CCNC(=O)c1ccc([N+](=O)[O-])cc1)Oc1ccc(F)c(F)c1,-2,-4,-16,-2,7,-4,1.4,0.2
O=C(NC(=S)Nc1ccccc1N1CCCC1)c1ccco1,3,/,/,-15,10,2,-1.9,0.0
CCOc1ccc(/C=N/NC(=O)c2c(C)n(C)c3ccc(OC)cc23)cc1,-2,/,2,-8,/,-6,7.7,0.1
# Next section.
SMILES,ERAP1 inh,esBAF inh,GSIS activator,RAD52 inh,RAD54 branch,ARNT-TACC3 inh,F508del corr,XiGFP reactiv
N#CCCN(C(=O)CSc1ncccn1)c1ccc2c(c1)OCCO2,2,3,/,-2,-3,-21,-0.2,-0.7
O=C(COC(=O)CNC(=O)c1cccc(OC(F)F)c1)NNC(=O)c1ccccc1,-1,-3,4,-1,7,-22,-2.5,0.7
Clc1cc2c(c(CSc3nc4ccccc4n4cccc34)c1)OCOC2,0,-7,26,3,12,-3,-1.2,0.0
C[C@H](CO)N1C[C@H](C)[C@@H](CN(C)Cc2ccccc2F)Oc2ncc(C3=CCCCC3)cc2C1=O,2,-1,-5,21,-12,6,-0.6,-0.1
Cc1ccc(S(=O)(=O)N(C)C[C@H]2Oc3ccc(NC(=O)Nc4ccc5c(c4)OCO5)cc3CC(=O)N([C@H](C)CO)C[C@H]2C)cc1,-1,0,-19,-13,18,8,-2.4,-0.9
Cc1ccc(S(=O)(=O)N(C)C[C@H]2OCCCC[C@H](C)Oc3ccc(NS(=O)(=O)c4cccs4)cc3C(=O)N([C@@H](C)CO)C[C@@H]2C)cc1,0,4,-1,-29,-11,11,-1.0,0.0
Cc1ccc(S(=O)(=O)Nc2ccc3c(c2)C(=O)N([C@@H](C)CO)C[C@@H](C)[C@@H](CN(C)S(=O)(=O)c2ccc(C)cc2)OCCCC[C@@H](C)O3)cc1,-7,-1,7,-39,-7,-4,-2.3,0.3
COc1ccccc1OCCCCn1c(C(C)O)nc2ccccc21 (stereo unspecified),-2,5,-8,-6,-10,-5,-1.6,0.1
C[C@@H]1CN([C@@H](C)CO)C(=O)c2cc(NC(=O)CCC(F)(F)F)ccc2O[C@@H](C)CCCCO[C@@H]1CN(C)C(=O)CCCN(C)C,-1,-1,22,-8,0,1,4.0,-0.8

# As entered above:
# Value of COc1ccc(S(=O)(=O)Nc2ccccc2C(=O)OC2CCCN(C)C2)cc1OC (stereo unspecified) under esBAF inh: -11
# Value of C[C@H]1CCCCO[C@H](CN(C)C(=O)C2CCCCC2)[C@@H](C)CN([C@@H](C)CO)C(=O)c2cc(NS(=O)(=O)c3cn(C)cn3)ccc2O1 under XiGFP reactiv: 0.2
